Screens deposited in PubChem by NMMLSC.
Bcl-B Bim block: disrupts Bim peptide binding to human Bcl-B; Q9HD36; bead-based flow cytometry; inhibition, % at 10 µM; 190,000 tested, 0.073% active;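 further: 0% = tracer peptide without compound and 100% = reference inhibitor peptide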
Bim-Bfl-1: disrupts Bim binding to human Bfl-1. 190,000 tested, 0.12% active. inhibition, % at 10 µM. AID 1008. Bead-based flow cytometry, Bim-Bfl-1 binding inhibition. Q16548;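 further: 0% = wells without compound plus tracer and 100% = blocker peptide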
ABCG2 block: blocks JC-1 efflux by human ABCG2 transporter; IgMXP3 cells, flow cytometry; inhibition, % at 6.6 µM; 190,000 tested, 0.1% active; Q9UNQ0;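 active means inhibition above 80%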;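 further: 0% = DMSO and 100% = nicardipine control wells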
Target sequence (Q9UNQ0 whole entry, looked up): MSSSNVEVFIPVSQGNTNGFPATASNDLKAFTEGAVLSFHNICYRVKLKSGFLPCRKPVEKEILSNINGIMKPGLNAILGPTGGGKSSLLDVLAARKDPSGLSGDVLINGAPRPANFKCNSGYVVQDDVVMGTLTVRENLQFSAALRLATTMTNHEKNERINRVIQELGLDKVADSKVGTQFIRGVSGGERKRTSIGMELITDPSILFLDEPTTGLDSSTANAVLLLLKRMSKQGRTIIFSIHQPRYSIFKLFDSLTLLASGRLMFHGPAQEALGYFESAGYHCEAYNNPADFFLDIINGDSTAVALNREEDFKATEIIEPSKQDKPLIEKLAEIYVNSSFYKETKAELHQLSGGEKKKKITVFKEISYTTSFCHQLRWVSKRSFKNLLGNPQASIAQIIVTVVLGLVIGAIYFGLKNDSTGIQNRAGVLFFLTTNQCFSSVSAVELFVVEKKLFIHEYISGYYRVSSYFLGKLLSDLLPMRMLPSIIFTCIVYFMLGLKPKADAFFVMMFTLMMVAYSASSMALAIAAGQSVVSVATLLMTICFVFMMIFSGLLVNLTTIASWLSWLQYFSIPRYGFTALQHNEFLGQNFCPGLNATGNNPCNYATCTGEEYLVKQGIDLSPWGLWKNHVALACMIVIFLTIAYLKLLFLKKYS
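test system = two drug-resistant human cell lines, ABCG2 and ABCB1 | amount = 3 million cells/mL final, two lines in 1:1 ratio | reagent = JC-1 transporter substrate | doses = one concentration, 6.6 µM final | incubation = 10 min at 25 °C | signal = flow cytometric JC-1 green MFI at 530 nm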
RGS4-Gao reg: modulates binding of RGS4 to human Galphao; binding response (% of control), % at 10 µM; Multiplexed bead flow cytometry; actives lie on both sides; 220,000 tested, 0.33% active; in the data active means binding response below about 49% or above about 150%; inactive means in between;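 further: fluorescent Galphao activated with aluminum fluoride binding bead-coupled RGS4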
Bim-Bcl-XL: inhibitors of Bim-Bcl-XL interaction, human. Q07817. Bim peptide-Bcl-XL binding, bead flow cytometry, fluorescence. inhibition, % at 10 µM. 190,000 tested, 0.04% active
Target sequence (Q07817 whole entry, looked up): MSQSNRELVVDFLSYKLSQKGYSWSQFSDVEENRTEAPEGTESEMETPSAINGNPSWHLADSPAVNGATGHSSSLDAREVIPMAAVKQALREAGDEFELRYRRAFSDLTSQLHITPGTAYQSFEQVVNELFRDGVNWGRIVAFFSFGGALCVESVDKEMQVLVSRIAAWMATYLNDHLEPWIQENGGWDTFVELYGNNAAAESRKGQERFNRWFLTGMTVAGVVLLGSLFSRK
GSH bead fluor: GSH bead compound fluorescence profile | GSH beads flow cytometry, compound fluorescence 488/530 nm; hits give high values | fluorescence (KMESF) at 10 µM | 190,000 tested, 0.25% active | AID 1776; in the data active means fluorescence above about 89;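 further: glutathione beads carrying GST-tagged Bcl family fusion proteins plus one bare bead set; values are compound well signal with DMSO vehicle wells as background; inactives centre near 16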
Bim-Bcl-2: disrupts Bim peptide binding to human Bcl-2. P10415. Bead-based flow cytometry, Bim peptide-Bcl-2 binding. inhibition, % at 10 µM. 190,000 tested, 0.06% active. AID 950; in the data active means inhibition above about 40%; inconclusive means no clear call, values can overlap the other calls;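 further: 0% = no compound wells with probe peptide and 100% = reference peptide inhibitor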
RGS8-Gao reg: regulators of human RGS8-Galphao interaction; multiplexed bead flow cytometry, RGS8-Galphao binding; actives lie on both sides; response (percent of control binding), % at 10 µM; 220,000 tested, 0.34% active; AID 1423; in the data active means response below about 60% or above about 140%; inactive means in between;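 further: Galphao activated as the GDP aluminium fluoride complex binding bead-coupled RGS8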
ABCB1 inh: inhibitors of human ABCB1 transporter, ABCG2 counter-screen; P08183; CCRF-Adr cells, JC-1 efflux, flow cytometry; inhibition, % at 6.6 µM; 190,000 tested, 0.067% active; AID 1326; in the data active means inhibition above about 40%;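 further: 0% = vehicle and 100% = reference inhibitor; higher value means more JC-1 retained so stronger ABCB1 efflux block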
RGS7-Gao reg: modulates binding of RGS7 to human Galphao; P09471; Multiplexed bead flow cytometry; actives lie on both sides; binding response (% of control), % at 10 µM; 220,000 tested, 0.35% active; AID 1439; in the data active means binding response below about 49% or above about 150%; inconclusive means no clear call, values can overlap the other calls; inactive means in between;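 further: fluorescent Galphao held in activated GDP-AlF4 state binding bead-coupled RGS7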
Bim-Bcl-W: disrupts Bim peptide binding to human Bcl-W; bead-based flow cytometry; inhibition, % at 10 µM; 190,000 tested, 0.02% active;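 further: 0% = bound tracer without compound and 100% = peptide blocker; higher means less fluorescent Bim peptide bound to Bcl-W beads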
Target sequence (Q92843 whole entry, looked up): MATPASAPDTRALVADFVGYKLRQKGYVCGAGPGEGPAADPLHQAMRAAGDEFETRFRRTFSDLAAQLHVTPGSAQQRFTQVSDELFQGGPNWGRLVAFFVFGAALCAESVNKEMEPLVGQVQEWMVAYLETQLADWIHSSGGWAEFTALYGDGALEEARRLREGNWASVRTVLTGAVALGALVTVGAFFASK
* hit, by the source's call; ? = inconclusive; nt = no result given. Unless noted, no stated cut-off is given here; in the data, active means inhibition above about 40%.

SMILES	Bcl-B Bim block	Bim-Bfl-1	ABCG2 block	RGS4-Gao reg	Bim-Bcl-XL	GSH bead fluor	Bim-Bcl-2	RGS8-Gao reg	ABCB1 inh	RGS7-Gao reg	Bim-Bcl-W
Cc1csc(NC(=O)CSc2ccccc2F)n1	0	-5	21	94	0	10	1	97	0.7	99	-1
CCC(C)(C)c1ccc(OCCCC[n+]2ccc(C)cc2)c(C(C)(C)CC)c1	-4	0	-2	104	1	20	0	100	1.0	103	2
C/C(=N\NC(=O)COc1ccc(C(C)(C)C)cc1)c1ccccc1	0	3	11	105	0	13	-3	101	-1.2	99	-1
CC1CCCN(CCOCCOc2ccc(Br)cc2Cl)C1 (stereo not drawn)	-10	-18	0	99	-6	10	-19	98	0.5	101	-6
Nc1cc(N)nc(SCC(=O)c2ccc3c(c2)NC(=O)CO3)n1	-9	-5	0	97	-7	16	-4	101	-0.3	96	-5
CC(C)n1nnnc1SCC(=O)NCc1ccc2c(c1)OCO2	-5	-8	1	106	0	13	-4	108	0.0	102	2
Cn1cc(SCC(=O)Nc2ccc3c(c2)OCO3)c2ccccc21	-4	-2	1	98	-2	14	-7	99	0.2	98	0
Cc1ccc2nc(Cl)c(/C=N/n3c(C)nnc3C)cc2c1	-1	-2	5	103	-2	16	-2	100	1.0	101	-3
COc1ccccc1OCCn1cc(/C=N/NC(N)=S)c2ccccc21	-2	12	1	105	4	12	0	109	0.0	94	6
CCc1ccc(N2C(=O)CN(Cc3ccc(OC)c(OC)c3)C2=S)cc1	-3	-28	2	96	-5	10	-8	99	1.0	100	-3
Cc1ccccc1OCC(=O)NN1C(=O)C2C3C=CC(O3)C2C1=O (stereo not drawn)	0	-9	11	101	-1	16	-1	100	1.4	98	-1
CC1CCc2cc(F)ccc2N1C(=O)CCl (stereo not drawn)	-2	-5	-3	99	-4	20	-2	102	-0.6	106	0
Cc1cc(NCc2ccco2)nc(N2CCC(C(=O)NC3CCCCC3)CC2)n1	-1	-5	16	89	0	11	-1	94	0.2	84	0
CC1(C)CC(c2nc(-c3ccc(Cl)cc3)cs2)CCS1 (stereo not drawn)	-7	-12	8	94	-6	39	-6	96	0.2	92	0
CC(C)CC(NC(=O)OC(C)(C)C)c1cn([C@@H](Cc2cc3ccccc3[nH]2)C(=O)N2CCN(C(=O)OC(C)(C)C)CC2)nn1 (stereo partly drawn)	-1	-2	2	104	0	18	1	99	1.6	100	4
COc1ccc(NC(=O)NCCCN2CCCCC2C)cc1 (stereo not drawn)	-2	-3	-2	97	-2	22	-2	99	-2.7	96	-2
CN(Cc1ccccc1)C(=O)COC(=O)c1cc(NS(=O)(=O)c2cccs2)ccc1O	-5	-7	4	100	-3	18	-5	101	0.6	?	-4
Cc1ccc(NC2c3ncccc3C(=O)N2Cc2ccco2)c(C)c1 (stereo not drawn)	-5	0	0	98	-1	9	0	100	0.0	97	2
Cc1ccc(Nc2nc(-c3sc(NC(=O)c4ccco4)nc3C)cs2)cc1	0	1	1	103	-2	30	-5	97	-0.2	102	2
Cc1cccc2sc(NNC(=O)c3ccc4c(c3)OCCO4)nc12	-17	6	-1	nt	0	18	-6	nt	-0.2	nt	1
Cc1ccc(SCc2ccc(C(=O)Nc3ccccc3Br)cc2)cc1	-17	-11	0	96	-15	21	-4	91	-0.2	89	-14
CCOc1ccc(NC2=C(OC)C(=O)c3ccccc3C2=O)cc1	0	4	9	93	-4	5	8	91	1.1	95	-1
COc1ccc(N(CC(=O)NCCSc2ccccn2)S(C)(=O)=O)cc1	-5	-11	-2	98	-2	43	-6	98	-0.2	97	3
CCCCNC(=O)CSc1nccn1Cc1ccccc1	-10	-15	3	96	-8	30	-10	98	0.9	97	0
C/C(=N\Nc1nc(N)cc(Cl)n1)c1cccc(N)c1	-2	0	-5	82	-4	9	0	80	-1.2	82	-1

Continued; the last four above are carried over.
SMILES	Bcl-B Bim block	Bim-Bfl-1	ABCG2 block	RGS4-Gao reg	Bim-Bcl-XL	GSH bead fluor	Bim-Bcl-2	RGS8-Gao reg	ABCB1 inh	RGS7-Gao reg	Bim-Bcl-W
CCOc1ccc(NC2=C(OC)C(=O)c3ccccc3C2=O)cc1	0	4	9	93	-4	5	8	91	1.1	95	-1
COc1ccc(N(CC(=O)NCCSc2ccccn2)S(C)(=O)=O)cc1	-5	-11	-2	98	-2	43	-6	98	-0.2	97	3
CCCCNC(=O)CSc1nccn1Cc1ccccc1	-10	-15	3	96	-8	30	-10	98	0.9	97	0
C/C(=N\Nc1nc(N)cc(Cl)n1)c1cccc(N)c1	-2	0	-5	82	-4	9	0	80	-1.2	82	-1
CNC(=O)CSc1nnc(-c2ccco2)n1-c1ccc(C)cc1	-3	-1	1	103	-3	32	0	103	0.2	105	-2
CC(=O)NNC(=O)CCn1nnc(-c2ccc(Cl)cc2)n1	-3	-7	1	99	-2	12	-6	100	0.4	94	-3
Cc1cnc(NC(=O)C2CCCC2)s1	-6	-9	1	97	0	10	-7	100	0.1	99	3
CC(C)Oc1ccc(C(=O)Nc2cccc3cccnc23)cc1	-6	-10	12	101	-6	17	-4	100	1.0	?	-6
NC(=O)c1ccccc1NS(=O)(=O)c1ccccc1	-5	-7	0	99	0	24	-4	100	-0.1	101	2
Cc1ccc(S(=O)(=O)NCC2CCC(C(=O)NCCCN3CCOCC3)CC2)cc1 (stereo not drawn)	-5	-17	-2	103	-5	23	-9	101	0.0	100	3
CCC(O)CNC(=O)NC(=C(Cl)Cl)c1ccc(C)c(F)c1 (stereo not drawn)	-7	0	1	103	-7	11	-1	102	0.7	102	-3
CC(C)NC(=O)C(=O)NNC(=O)CCc1ccccc1	-3	-5	0	100	-4	13	-5	100	0.2	104	0
CC1(c2ccc3c(c2)OCO3)NC(=O)N(CC(=O)Nc2ccc(N3CCOCC3)cc2)C1=O (stereo not drawn)	0	2	1	96	4	15	0	97	0.3	99	0
O=C1CC(C(=O)Nc2cc(Cl)ccc2Cl)n2ncnc2N1 (stereo not drawn)	-3	-8	4	100	-4	26	-1	99	0.7	99	-4
O=C(Nc1ncn[nH]1)c1cc(S(=O)(=O)Nc2cccc(C(F)(F)F)c2)ccc1Cl	-4	-5	-3	98	-5	10	-7	102	-0.2	101	-3
CCOC(=O)c1c(C)[nH]c(C(=O)CN2CCOCC2)c1C	-6	-4	18	99	-5	29	0	100	0.6	98	-5
Cc1ccc(N/C(CSC(N)=O)=N/S(=O)(=O)c2ccccc2)cc1	-1	1	0	80	-8	38	3	78	-0.2	90	-2
CCOc1ccc(CC(=O)N2N=C(C)CC2(O)C(F)(F)F)cc1 (stereo not drawn)	-5	0	0	90	-6	20	-2	90	-0.3	93	-3
NC(=S)NNc1c(F)c(F)c(F)c(F)c1F	-16	4	20	101	-7	13	-1	103	1.4	?	-3
N#C/C=C(/N)c1ccc(Br)cc1	-13	-18	0	98	-10	33	-10	97	0.1	93	-3
COCc1cc(C)nc2sc(C(=O)NN)c(-n3cccc3)c12	-7	-3	1	103	-3	9	-2	104	0.3	100	-3
CCN(CC)C(=O)CSc1nnc(CNc2ccc(F)cc2)o1	0	0	1	99	0	12	-5	103	0.2	98	-3
CCC(c1nnc(SCC(=O)Nc2cccnc2Cl)n1-c1ccccc1)N(C)C (stereo not drawn)	-1	-4	0	103	-2	18	0	103	-0.1	97	2
CNC(=O)CSc1nnc(-c2ccccc2)n1C	0	-2	-1	100	-1	17	0	100	0.0	97	3
COc1ccc(-c2[nH]c(-c3ccc(C)cc3)nc2SCC(=O)NC2CCCC2)cc1	-3	0	29	104	-4	16	-1	111	2.9	102	-1
Cc1ccccc1NC(c1cccc(Cl)c1)c1nnnn1C1CCCCC1 (stereo not drawn)	-9	-3	15	104	-10	6	-4	101	0.2	127	-4
CNC(=S)N1CCc2cc(OC)c(OC)cc2C1COc1ccc(OC)cc1 (stereo not drawn)	-13	-1	7	100	2	14	0	100	1.1	100	0
CS(=O)(=O)N1CCC(C(=O)Nc2cccc([N+](=O)[O-])c2)CC1	8	4	14	94	1	16	0	97	0.6	103	0
C=CCn1c(N)c(-c2nc3ccccc3n2C)sc1=S	-9	-5	5	104	3	29	-8	100	0.1	102	0

Next part
SMILES	Bcl-B Bim block	Bim-Bfl-1	ABCG2 block	RGS4-Gao reg	Bim-Bcl-XL	GSH bead fluor	Bim-Bcl-2	RGS8-Gao reg	ABCB1 inh	RGS7-Gao reg	Bim-Bcl-W
O=C(Nc1cccc(-c2cn3ccccc3n2)c1)c1cc2ccccc2oc1=O	-8	-1	-2	94	nt	34	-5	102	-0.2	96	1
O=C(CSc1nnc(-c2ccncc2)n1Cc1ccco1)Nc1nc(-c2ccccc2)cs1	-4	1	3	97	-6	21	2	101	1.0	98	-5
O=C1CCCC(O)=C1C1NCCc2ccccc21 (stereo not drawn)	-7	-6	-3	101	-3	10	-8	102	-0.4	98	-1
CC1CC1C(=O)Nc1nc(-c2cccs2)c(-c2cccs2)s1 (stereo not drawn)	-13	-2	-2	91	-4	10	-10	101	-0.9	94	-2
Clc1ccc(Cl)c(OCc2cc(-c3ccccc3Cl)on2)c1	-9	-11	1	103	-2	13	-10	102	0.2	99	0
CCN(CC)S(=O)(=O)c1cccc(-c2n[nH]c(=S)n2C)c1	-15	0	0	104	0	11	0	103	-0.2	100	6
Cc1ccc(S(=O)(=O)NCCc2ccccc2)cc1	-11	-12	1	101	-5	10	-9	101	0.3	101	1
Cc1nn(C)c(C)c1CNC(=O)c1nn2c(c1Cl)NC(c1cccs1)CC2C(F)(F)F (stereo not drawn)	-2	-2	1	96	-2	25	-2	103	0.0	100	0
Cc1[nH]nc(NCCO)c1[N+](=O)[O-]	-2	-8	-1	139	0	10	-1	137	0.0	139	0
CN(C)CC(=O)c1c(N)n(Cc2ccccc2)c(=O)n(C)c1=O	-4	-7	4	97	-3	17	0	99	0.9	?	0
Cn1c(=O)oc2cc(S(=O)(=O)NCCC(=O)NC3CCCc4ccccc43)ccc21 (stereo not drawn)	-9	-28	4	104	-8	29	-1	105	0.4	103	-2
COc1ccc2c(c1)C1NC(=S)NC(C)(O2)C1C(=O)Nc1ccc(C)cc1C (stereo not drawn)	-16	6	-2	95	5	12	4	96	0.0	97	4
O=C(CCC(=O)Nc1ccc(Oc2ccccc2)cc1)NCCO	3	-1	2	98	5	62	3	99	0.3	96	3
O=C(Nc1ccccc1)c1ccc(-c2ccc(Br)cc2)o1	-2	3	10	99	-3	13	1	104	0.4	103	-1
O=C(OCC(=O)N1CCc2ccccc21)c1c2c(nc3ccccc13)CCCCC2	-7	-7	15	102	-4	12	-17	101	5.8	102	-1
CC1CCC2(CC1)NC(=O)N(CC(=O)Nc1sc3c(c1C(N)=O)CCC3)C2=O (stereo not drawn)	-6	-1	-1	91	0	21	-1	93	-0.6	91	0
CCN(CC)CCNCc1ccc(OCc2ccc(Cl)nc2)c(OC)c1	-1	-1	0	102	-2	7	-1	104	0.1	103	-1
COC(=O)CN1C(=S)N(c2ccc(OC)cc2)C(=O)/C1=C/c1ccc(OC)cc1	-5	-1	1	104	-1	16	-2	102	-1.3	100	-1
Cc1cc(C)cc(N(C(=O)CCC(=O)Nc2ccccn2)C(C(=O)NC(C)C)c2ccc(O)cc2)c1 (stereo not drawn)	-35	0	1	107	2	21	3	108	0.0	109	5
